Screens from PubChem BioAssay.
NPY-Y2 PAM-ag: NPY-Y2 potentiators or agonists, primary screen, cell-based. Neuropeptide Y receptor type 2 (Homo sapiens), P49146. cells expressing NPY-Y2, potentiator/agonist read-out. activation, % at 3.6 µM. 220,000 tested, 0.45% active. AID 1359, 2008; in the data active = activation above about 27%;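 note: cells stimulated with NPY near EC25 plus isoproterenol at EC100; 0% = vehicle plus submaximal agonist and 100% = vehicle plus saturating agonist; some results beyond the cut were filed as inactive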
Mdm2 ligase inh: MDM2-luciferase reporter signal enhancers, primary screen, MDM2 E3 ligase inhibitor project, cell-based, luminescence, 1536-well; E3 ubiquitin-protein ligase Mdm2 (Homo sapiens), Q00987; cell-based MDM2 ubiquitination luciferase reporter, 2 h; 0 = plate control, 100 = twice control, blank-subtracted; signal enhancement, % at 5 µM; 210,000 tested, 0.11% active; AID 1230, 2008;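 active = signal enhancement of 30% or more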;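 note: luminescence tracks abundance of the self-degrading MDM2-luciferase fusion protein; higher signal means inhibition of MDM2 E3 ligase activity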
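Assay system: stable mammalian line carrying autodegrading MDM2–luciferase fusion reporter; amount: 2000 cells seeded into each well; buffer or medium: DMEM; benchmarks: plate control and blank wells; signal: luciferase luminescence; timing: 2 h compound exposure at 37 °C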
NPY-Y1 PAM-ag: NPY-Y1 receptor potentiators or agonists, primary screen, cell-based | Neuropeptide Y receptor type 1 (Homo sapiens), P25929 | NPY-Y1 expressing cells, potentiator/agonist activation | activation, % at 3.6 µM | 220,000 tested, 0.37% active; in the data active = activation above about 33%, passing the limit was not always enough;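 note: cells stimulated with NPY at EC10 then isoproterenol at EC100; 0% = low agonist plus stimulus and 100% = saturating agonist plus stimulus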
Hck Nef HTS: inhibitors of Nef-activated human Hck kinase, primary screen, biochemical, Z-Lyte FRET, 384-well, Hck-YEEI; AID 463187, 2010; Tyrosine-protein kinase HCK (Homo sapiens), P08631; 220,000 tested, 0.68% active; inhibition, % at 20 µM; Recombinant Hck-YEEI plus Nef, Z-Lyte FRET kinase assay;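 active = Hck-Nef kinase inhibition above about 50%, limit read from the data; inactive = inhibition below that limit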;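 note: 0% = DMSO with Hck plus Nef and 100% = Hck alone without Nef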
Runt-CBFb FRET: inhibitors of RUNX1 Runt–CBFb binding, primary screen, biochemical, FRET, Cerulean-Runt, Venus-CBFb, uHTS; Runt-related transcription factor 1 (Homo sapiens) + Core-binding factor subunit beta …; AID 1496, 2009; inhibition, % at 20 µM; 220,000 tested, 0.46% active; Cerulean-Runt/Venus-CBFb FRET ratio 530/480, 1 h;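 active = inhibition over about 50% at 20 µM in the single-dose screen, limit read from the data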;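 note: 0% = DMSO wells and 100% = excess unlabeled CBFb competitor control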
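Buffer or medium: Tris pH 7.5 buffer with BSA. Assay system: Cerulean-labeled Runt domain protein. Amount: each fluorescent fusion protein 100 nM. Read-out basis: loss of energy transfer signal. Incubation: 1 h compound exposure, room temperature. Probe or stimulus: Venus-CBFb binding partner, 100 nM. Detection: FRET, excitation 422 nm, emission at 530 and 480 nm.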
NPY-Y1 antag: NPY-Y1 receptor antagonists, primary screen, cell-based; Neuropeptide Y receptor type 1 (Homo sapiens), P25929; HEK293-CNG Y1 cells, membrane potential fluorescence; NPY at EC95, then isoproterenol; inhibition, % at 3.6 µM; 200,000 tested, 1% active; AID 1040, 2008;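 active = inhibition above the campaign mean inhibition of all tested compounds plus 3 SD, cut at about 20% in these data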;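 note: 0% = DMSO wells given NPY plus isoproterenol and 100% = isoproterenol alone without NPY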
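Assay system: HEK293 cells with Y1 receptor plus CNG channel | Probe or stimulus: NPY (25 nM), isoproterenol (1 µM), Ro 20-1724 (25 µM) | Timing: Compound incubation 1 h at room temperature, readout 45 min post-stimulation | Measured by: Membrane-potential fluorescent dye readout | Benchmarks: High control isoproterenol alone, low control NPY with isoproterenol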
p97 inhibitor: inhibitors of human p97 ATPase, primary screen, biochemical; Transitional endoplasmic reticulum ATPase (Homo sapiens), P55072; 220,000 tested, 0.42% active; AID 1481, 2009; inhibition, % at 8 µM; recombinant p97 ATPase, Kinase-Glo ATP luminescence, 3 h; in the data active = inhibition above about 15%;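 note: 0% = DMSO vehicle and 100% = wells lacking enzyme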
Target sequence (P55072 whole entry, looked up): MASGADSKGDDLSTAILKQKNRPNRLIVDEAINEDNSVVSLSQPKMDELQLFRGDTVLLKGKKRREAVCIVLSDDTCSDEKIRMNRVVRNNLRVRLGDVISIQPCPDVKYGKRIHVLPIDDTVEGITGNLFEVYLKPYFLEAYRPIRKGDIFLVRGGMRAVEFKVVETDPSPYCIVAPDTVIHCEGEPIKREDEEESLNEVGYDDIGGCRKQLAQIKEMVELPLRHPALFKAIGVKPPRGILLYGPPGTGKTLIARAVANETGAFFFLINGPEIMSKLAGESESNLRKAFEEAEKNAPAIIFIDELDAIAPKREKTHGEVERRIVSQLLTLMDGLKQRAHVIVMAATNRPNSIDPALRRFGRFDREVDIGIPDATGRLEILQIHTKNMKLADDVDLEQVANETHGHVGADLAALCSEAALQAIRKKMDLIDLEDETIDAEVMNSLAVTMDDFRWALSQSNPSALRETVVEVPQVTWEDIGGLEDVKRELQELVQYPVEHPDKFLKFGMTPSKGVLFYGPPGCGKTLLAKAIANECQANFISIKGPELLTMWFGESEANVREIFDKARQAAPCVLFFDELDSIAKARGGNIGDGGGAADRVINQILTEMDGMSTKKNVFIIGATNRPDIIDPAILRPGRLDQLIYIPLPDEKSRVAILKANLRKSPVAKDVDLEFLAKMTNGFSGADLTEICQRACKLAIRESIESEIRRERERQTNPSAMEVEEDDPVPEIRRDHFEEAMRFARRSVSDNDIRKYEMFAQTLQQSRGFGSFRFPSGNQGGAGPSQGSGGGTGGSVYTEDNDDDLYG
RBBP9 inh: human RBBP9 inhibitors, primary screen, biochemical, fluorescence polarization, FP-Rh probe, HTS | Serine hydrolase RBBP9 (Homo sapiens), O75884 | AID 1515, 2009 | 220,000 tested, 0.2% active | recombinant RBBP9 | inhibition, % at 7.94 µM;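 active = inhibition above the campaign mean of all tested compounds plus 3 SD, cut at about 14% in these data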;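 note: plate controls were DMSO wells with RBBP9 for no effect and wells lacking RBBP9 protein for full effect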
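Controls: DMSO-treated enzyme wells and wells lacking RBBP9 | Material: RBBP9 protein | Technique: Fluorescence polarization | Replication: Single well per compound, no replicates | Buffer or medium: Tris-NaCl-Pluronic buffer, pH 8.0 | Timing: 30 min compound preincubation, 45 min probe labeling, 25 °C | Read-out basis: Percent inhibition from mP, scaled between DMSO and no-protein wells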
Runt-SMMHC FRET: inhibitors of RUNX1 Runt–CBFb-SMMHC binding, primary screen, biochemical, FRET, Cerulean-Runt, Venus-CBFb-SMMHC, uHTS | inhibition, % at 20 µM | Cerulean-Runt/Venus-CBFb-SMMHC FRET ratio 530/480, 1 h | 220,000 tested, 0.74% active | AID 1434, 2008 | Runt-related transcription factor 1 (Homo sapiens) + Core-binding factor subunit beta …;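 active = mean inhibition across duplicate retests at 20 µM reaching about 50%, limit read from the data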;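 note: 0% = DMSO wells and 100% = wells with excess untagged CBFb-SMMHC; inhibitors lower the FRET ratio by blocking Runt binding to CBFb-SMMHC; some results filed as inactive read as strong as hits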
* marks the source's active call; other numbers are inactive results; . = not tested or not shown.

SMILES,NPY-Y2 PAM-ag,Mdm2 ligase inh,NPY-Y1 PAM-ag,Hck Nef HTS,Runt-CBFb FRET,NPY-Y1 antag,p97 inhibitor,RBBP9 inh,Runt-SMMHC FRET
COc1ccc(C)cc1NC(=O)NC1CCN(Cc2ccccc2)CC1,-16,-12,-1,-2,0,4,-5,-5,-2
O=C(N/N=C/c1sc2ccccc2c1O)c1cccc2ccccc12,9,0,0,2,-7,6,5,-20,-19
CCCCNC(=S)N1CCn2cccc2C1c1ccccc1 (centres undefined),-3,-7,-9,-16,4,-1,-2,-13,1
CCc1c(C)nc(SCc2ccccn2)[nH]c1=O,-15,-8,-17,-41,-1,3,-3,-11,-4
CCCNC(=O)c1nnsc1S(=O)c1ccc(Cl)cc1 (centres undefined),7,-21,13,-5,15,-4,5,-8,13
Cn1cc([N+](=O)[O-])c(C(=O)Nc2cnn(Cc3ccc(F)cc3)c2)n1,11,8,4,1,-2,3,1,-9,-4
Cc1ccc2cc(CN(Cc3ccco3)C(=S)NCC3CCCO3)c(=O)[nH]c2c1 (centres undefined),-2,-8,9,18,4,3,-10,-19,4
N#C/C(=N\O)c1nc2ccccc2s1,-22,-92,-10,11,0,5,-7,-15,-1
COc1cc(Cl)cc(NC(=O)CCN2CCN(C)CC2)c1,3,-18,14,-1,0,1,4,-3,-7
Cc1cc(=O)oc2cc(OCC(=O)c3ccc4c(c3)NC(=O)CO4)ccc12,-19,3,-7,38,-2,0,4,-3,-1
COc1ccc(NC(=O)c2cn(CCC#N)nc2-c2cc3ccccc3o2)cc1,14,-2,5,10,-1,-9,-7,-8,-2
COC(=O)c1ccc(/C=N/n2cnnc2)cc1,0,-18,-10,2,-1,-4,1,-4,4
CC(C(=O)c1ccc(-c2ccccc2)cc1)[n+]1ccccc1 (centres undefined),-1,-5,-5,1,-1,-2,5,-1,-1
CN(C)CCN(Cc1cc2cc3c(cc2[nH]c1=O)OCO3)C(=S)NCc1ccco1,0,-5,-16,21,-11,3,5,-4,-8
O=C(NCCCn1ccnc1)c1ccc(S(=O)(=O)N2CCOCC2)cc1,0,2,-7,-5,2,-5,0,5,1
CCCc1cc(N2CCCC(C(=O)Nc3ccc(OC)cc3OC)C2)n2ncnc2n1 (centres undefined),-5,5,-15,1,0,-5,-5,-4,1
CC(C)C(O)P(=O)(OCc1ccccc1)c1ccc(N(C)C)cc1 (centres undefined),17,6,-10,9,3,-2,1,-2,-8
CCC(C)C(NC(=O)C1CCC(C)CC1)C(=O)NC(CCSC)C(=O)OC (centres undefined),-5,-16,-17,0,-2,10,0,-7,3
COc1ccc(/C=C/C(=O)OCC(=O)Nc2cc(C(N)=O)cc(C(N)=O)c2)cc1,6,6,2,25,0,3,-2,-5,2
CCn1c(Cc2cccs2)nnc1SCC(=O)Nc1ccc(OC)c(OC)c1,2,-4,-27,0,-1,-1,-5,-8,1
Cc1nn(Cc2cccc3ccccc23)c(C)c1NC(=O)c1cccnc1,6,0,0,2,0,-2,-1,-3,3
O=C(CC1NCCc2ccccc21)Nc1ccccc1Cl (centres undefined),0,-7,1,30,0,10,-2,-2,2
CC(C)OCP(=O)(c1ccccc1)c1ccccc1,3,-31,-2,0,-2,-13,2,-5,-3
COc1ccc(/C=C/C(=O)c2ccc3c(c2)OCCO3)cc1[N+](=O)[O-],-18,-15,-32,-1,-2,10,2,-12,-1
COC(=O)c1cc(NC2c3ccccc3C(=O)N2Cc2ccco2)cc(C(=O)OC)c1 (centres undefined),0,-9,8,1,-1,-4,-3,-3,2
O=C(Nc1ccc(N2CCOCC2)cc1)C1CCCN(S(=O)(=O)c2cccc(C(F)(F)F)c2)C1 (centres undefined),5,-13,-10,-1,0,-1,-6,-3,3
COc1ccc(Br)cc1CNCCSc1nnnn1C,9,-7,-11,0,-2,-5,4,-9,4
Oc1ccc(Cl)cc1C1=NCCNC(C(F)(F)C(F)F)=C1,11,-20,19,3,-4,-2,-3,-7,-6
Cc1ccc(C)c(-c2cc(C(=O)NNC(=S)NCC(C)C)c3ccccc3n2)c1,-4,-20,7,2,-1,8,0,0,-2
CC(C)C(=O)NNC(=O)CN1CCN(c2nc(-c3ccccc3)cs2)CC1,6,-1,7,22,.,1,2,-7,.

Sorted by number of heavy atoms (high to low): part of the list above
SMILES,NPY-Y2 PAM-ag,Mdm2 ligase inh,NPY-Y1 PAM-ag,Hck Nef HTS,Runt-CBFb FRET,NPY-Y1 antag,p97 inhibitor,RBBP9 inh,Runt-SMMHC FRET
O=C(Nc1ccc(N2CCOCC2)cc1)C1CCCN(S(=O)(=O)c2cccc(C(F)(F)F)c2)C1 (centres undefined),5,-13,-10,-1,0,-1,-6,-3,3
COC(=O)c1cc(NC2c3ccccc3C(=O)N2Cc2ccco2)cc(C(=O)OC)c1 (centres undefined),0,-9,8,1,-1,-4,-3,-3,2
Cc1ccc(C)c(-c2cc(C(=O)NNC(=S)NCC(C)C)c3ccccc3n2)c1,-4,-20,7,2,-1,8,0,0,-2
CCn1c(Cc2cccs2)nnc1SCC(=O)Nc1ccc(OC)c(OC)c1,2,-4,-27,0,-1,-1,-5,-8,1
CC(C)C(=O)NNC(=O)CN1CCN(c2nc(-c3ccccc3)cs2)CC1,6,-1,7,22,.,1,2,-7,.
COc1ccc(/C=C/C(=O)c2ccc3c(c2)OCCO3)cc1[N+](=O)[O-],-18,-15,-32,-1,-2,10,2,-12,-1
O=C(CC1NCCc2ccccc21)Nc1ccccc1Cl (centres undefined),0,-7,1,30,0,10,-2,-2,2
CC(C)OCP(=O)(c1ccccc1)c1ccccc1,3,-31,-2,0,-2,-13,2,-5,-3

Additional structures:
SMILES,NPY-Y2 PAM-ag,Mdm2 ligase inh,NPY-Y1 PAM-ag,Hck Nef HTS,Runt-CBFb FRET,NPY-Y1 antag,p97 inhibitor,RBBP9 inh,Runt-SMMHC FRET
CC(C)(C)/C(O)=C/c1nc2ccccc2oc1=O,-2,-5,22,27,8,-1,5,5,-2
O=C(CCc1nc2ccccc2c(=O)[nH]1)Nc1ccc(F)cc1,4,-7,1,3,-3,3,5,-5,3
Cc1ccc(NC(=O)C2CC(=O)N/C(=N/NC(=O)c3ccc(C)cc3)S2)cc1 (centres undefined),-9,-16,-21,1,-1,6,1,-2,4
CCC(=O)Nc1nc(-c2ccc3c(c2)CC(C)N3S(C)(=O)=O)cs1 (centres undefined),-13,10,7,18,0,-3,2,-5,-2
CN1C(=O)CC(C(=O)O)SC1=Nc1cccc(C(F)(F)F)c1 (centres undefined),7,-2,-3,1,.,-4,-2,-5,1
O=S1(=O)CC(O)C(N2CCCCC2)C1 (centres undefined),2,-2,-10,-2,1,1,2,-2,1
COc1cccc(-c2cc(C(F)(F)F)nc(N3CCOCC3)n2)c1,-29,0,-41,0,-3,18,-8,-2,-2
CC(=O)c1ccc(OCC(O)CN2CCOCC2)cc1 (centres undefined),5,-9,-7,1,4,-5,-6,-5,-3
CNC(=S)SCCOc1ccccc1,0,-12,12,16,-2,.,7,-12,2
COC1=C(N)C(=O)c2nc(-c3nc(C(=O)O)c(C)c(-c4ccc(OC)c(OC)c4O)c3N)ccc2C1=O,6,.,3,16,-5,-2,4,-5,-21
CCOc1ccc(NC(=O)CSc2nnc(Cn3c(=O)sc4ccccc43)n2C)cc1,-1,-6,6,-1,-1,3,3,-1,4
CC(C)C(NC(=O)c1ccccc1F)C(=O)Nc1nccs1 (centres undefined),-10,-3,7,-1,-2,3,2,-1,-2
COc1cc(OC)c(OC)cc1/C=N/NC(=S)NCCN1CCOCC1,-14,-10,-30,2,-2,9,5,-7,-2
